# High-throughput results deposited in PubChem BioAssay by Sanford-Burnham Center for Chemical Genomics.
# UBC13 polyUb: UBC13 polyubiquitin chain formation inhibitors, primary screen, biochemical, TR-FRET, uHTS. Ubiquitin-conjugating enzyme E2 N (Homo sapiens), P61088. inhibition, % at 20 µM. actives 0.47% (n = 330,000); in the data active = inhibition above about 45%, passing the limit was not always enough
# Target sequence (P61088 whole entry, looked up): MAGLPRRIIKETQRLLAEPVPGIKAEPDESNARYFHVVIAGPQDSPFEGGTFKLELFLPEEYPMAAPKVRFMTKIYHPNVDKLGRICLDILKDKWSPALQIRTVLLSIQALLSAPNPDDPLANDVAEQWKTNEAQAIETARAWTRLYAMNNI
# Jurkat NFkB inh: inhibitors of induced NF-kB luciferase reporter, primary screen, TCR NF-kB activation inhibitor project, cell-based, luminescence, uHTS; AID 435003, 2010; actives 0.53% (n = 330,000); inhibition, % at 4 µM; Jurkat, PMA/ionomycin-induced NF-kB luciferase reporter
# 697 NFkB inh: inhibitors of PMA/ionomycin-induced NF-kB reporter, 697 cells, primary screen, B-cell NF-kB inhibitor project, cell-based, luminescence, uHTS; actives 0.33% (n = 330,000); 697 B-cell NF-kB luciferase reporter, 16 h; inhibition, % at 4 µM; in the data active = inhibition above about 35%
# SENP8 inh: SENP8 protease inhibitors, primary screen, biochemical, luminescence | Sentrin-specific protease 8 (Homo sapiens), Q96LD8 | purified SENP8, Z-RLRGG-aminoluciferin cleavage | inhibition, % at 10 µM | actives 1.2% (n = 330,000) | AID 2540, 2010
# Target sequence (Q96LD8 whole entry, looked up): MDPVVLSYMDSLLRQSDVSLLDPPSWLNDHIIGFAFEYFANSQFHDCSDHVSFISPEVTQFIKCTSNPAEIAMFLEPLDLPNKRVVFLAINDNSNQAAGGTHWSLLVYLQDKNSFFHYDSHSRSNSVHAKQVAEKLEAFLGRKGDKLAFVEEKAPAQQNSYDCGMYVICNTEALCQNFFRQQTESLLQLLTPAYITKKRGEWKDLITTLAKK
# Apaf-1 inh: inhibitors of human Apaf-1 apoptosome, primary screen, biochemical, DEVD-Rh110 fluorescence, uHTS. reconstituted apoptosome caspase-3 activity. Apoptotic protease-activating factor 1 (Homo sapiens), O14727. inhibition, % at 20 µM. actives 0.71% (n = 330,000); active = inhibition of at least 40% at 20 µM;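 also: plate controls were DMSO wells for no effect and DEVD-CHO caspase inhibitor wells for full effect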
#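 Assay system: Apoptosome proteins | Medium: pH 7.5 Hepes buffer with CHAPS, BSA, DTT | Also added: Cytochrome c and DEVD-Rh110 substrate | Times: 30 min plus 50 min, RT | Detection: Rhodamine 110 fluorescence at Ex 480/Em 540 nm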
# HKDC1 inhibitor: HKDC1 hexokinase inhibitors, primary screen, biochemical, fluorescence, uHTS; recombinant HKDC1, G6PDH/diaphorase resazurin coupled fluorescence; inhibition, % at 20 µM; actives 0.16% (n = 340,000);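 active = inhibition above about 35% when tested at 20 µM, limit read from the data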;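 also: plate controls were DMSO wells with enzyme for no effect and DMSO wells lacking enzyme for full effect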
#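 Assay system: in-house recombinant HK5 (HKDC1) enzyme. Input: HKDC1 at 5 µg/mL. Medium: Tris pH 8.0 buffer with MgCl2, Tween-20, BSA, BME. Dosing: single 20 µM dose. Schedule: 90 min reaction incubation at room temperature, dark. Signal: resazurin-to-resorufin fluorescence via G6PDH and diaphorase coupling, 525/613 nm. Controls: DMSO-enzyme wells negative, buffer-substituted wells positive.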
# SENP7 block: SENP7 protease inhibitors, primary screen, biochemical, luminescence, uHTS; Sentrin-specific protease 7 (Homo sapiens), Q9BQF6; recombinant SENP7, Z-RLRGG-aminoluciferin luminescence, 40 min; inhibition, % at 5 µM; actives 1.5% (n = 330,000);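 active = inhibition above about 50% at the single test dose, limit read from the data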;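 also: plate controls were DMSO with enzyme for no effect and no enzyme buffer wells for full effect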
# Target sequence (Q9BQF6 706-1050 limits assumed): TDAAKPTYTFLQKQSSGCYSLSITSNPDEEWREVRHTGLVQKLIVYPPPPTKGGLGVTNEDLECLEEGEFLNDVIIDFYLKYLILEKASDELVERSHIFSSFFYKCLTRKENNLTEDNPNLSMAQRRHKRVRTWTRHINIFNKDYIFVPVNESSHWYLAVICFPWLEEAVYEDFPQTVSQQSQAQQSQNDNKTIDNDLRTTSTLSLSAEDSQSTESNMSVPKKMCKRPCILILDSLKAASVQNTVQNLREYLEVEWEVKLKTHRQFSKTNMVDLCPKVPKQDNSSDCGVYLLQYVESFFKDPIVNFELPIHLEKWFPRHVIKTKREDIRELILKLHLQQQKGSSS
# Gli-Sufu antag: Gli-Sufu pathway antagonists, primary screen, luciferase luminescence, Sufu-KO-LIGHT cells, uHTS | Sufu-KO-LIGHT fibroblasts, Gli luciferase reporter luminescence | inhibition, % at 5 µM | actives 0.74% (n = 340,000);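 active = inhibition above about 55%, limit read from the data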;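 also: 0% = DMSO-treated cells and 100% = wells with medium but no cells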
# The depositor's hits bear a star; . = no result given. Rule as the data show it, unless noted: active = inhibition above about 50%; inactive = the rest. Rows were taken by chance, and some 3.6% of all compounds hit somewhere here.
SMILES,UBC13 polyUb,Jurkat NFkB inh,697 NFkB inh,SENP8 inh,Apaf-1 inh,HKDC1 inhibitor,SENP7 block,Gli-Sufu antag
Cc1cccc(NS(=O)(=O)Cc2ccccc2)n1,0,4,-10,-2,-1,-4,0,4
O=C(NCc1ccc2c(c1)OCO2)C1CC(=O)N(C2CCCCCCC2)C1 (stereo not given),0,8,8,8,-15,-3,8,1
CCCCCCC1CC(/C(C)=N\NC(N)=O)OC1=O (stereo not given),0,5,12,-4,4,10,5,-1
CN1C(=S)SC(C)(C)C1/[N+]([O-])=C/c1cccnc1 (stereo not given),-11,-3,11,-14,1,-1,-2,-5
COc1cc(OC)cc(C(=O)NNC(=S)NCc2ccco2)c1,-2,-12,-30,-2,4,-2,-9,-2
O=C(Nc1ccccc1O)c1ccc2c(c1)C(=O)N(N1C(=O)c3ccccc3C1=O)C2=O,-13,12,-43,1,-1,-6,-6,0
C/C(=N\NC(N)=O)C1CC(CC(C)C)C(=O)O1 (stereo not given),-7,8,3,-5,1,2,6,-1
COc1ccc(CNC(=O)C(C)NCc2ccc(S(N)(=O)=O)cc2)cc1 (stereo not given),2,9,1,5,2,-5,-5,-13
CCC(=O)c1ccc(OCC(=O)OCC(=O)NCCC2=CCCCC2)cc1,-3,-7,-16,-5,3,-2,13,-9
CCc1ccc(NC(=O)C(C)Sc2ccc(S(=O)(=O)N3CCN(C)CC3)cn2)cc1 (stereo not given),9,1,18,-4,-2,3,-3,.
CCOc1cccc2sc(N(CCCN(C)C)C(=O)Cc3ccccc3)nc12,22,2,8,-5,-11,0,-8,-1
CCOC(=O)c1c(C)c(C(=O)Nc2cc(F)ccc2F)c(C)n1C,-14,8,-49,-5,3,-5,-5,-19
CC(C)(C)C(=O)N(Cc1ccc(Cl)cc1)Cc1cccnc1,5,2,-9,0,-2,-2,-7,-1
CC(C)(C)NC(=O)C(Cc1ccccc1)NS(=O)(=O)c1cccc2nsnc12 (stereo not given),3,-1,-4,-4,1,-3,6,6
CC(=Nc1ccc(C)c(C)c1)C1=C(O)CCC1=O,-15,-27,-35,-10,7,-8,-9,-14
COc1cc(C(=O)Nc2ccc(N3CCCS3(=O)=O)cc2)c([N+](=O)[O-])cc1OC,-9,-5,18,-6,-1,0,-3,-6
O=C(NNc1ccc([N+](=O)[O-])cc1)Nc1ccccc1,-5,12,5,2,-3,-2,1,4
NC(=O)CSc1ncnc2c1nnn2Cc1ccc(F)cc1,-6,-9,-7,-17,-2,1,-9,4
O=C(NCc1ccc(OC(F)(F)F)cc1)C1CC(c2ccccc2C(F)(F)F)=NO1 (stereo not given),-2,6,12,2,15,3,-2,-14
CCC(=O)N=c1ccn(C2=Nc3ccccc3NC2=C(C#N)C#N)cc1,-72,-7,-1,-2,2,-1,7,6
Cc1ccc(NC(=O)NCCN2C(=O)C3C4C=CC(C4)C3C2=O)cc1 (stereo not given),3,-89,-64,-2,5,-2,7,-30
Cc1cc(Cl)ccc1OCCCC(=O)NC1CCN(C)CC1,-10,-8,3,5,0,-11,6,9
COc1ccc(C(C)=O)cc1CSc1nc2ccccc2c(=O)n1-c1ccccc1,6,2,20,2,12,-6,7,4
Cc1ccc(-n2c(=O)c(C#N)cc3c(=O)n4ccccc4nc32)cc1C,14,5,7,0,1,-2,3,9
C=CCn1c(SCC(=O)N2CCOCC2)nc(O)cc1=O,3,1,0,1,3,-3,-1,1
CCC(C)[C@H](NC(=O)N1CCC(Cc2ccccc2)CC1)C(=O)O (stereo not given in full),-4,-5,5,-4,5,-3,-1,11
CC(NCC(=O)NCC(=O)Nc1ccc(F)cc1)c1cccc(C(F)(F)F)c1 (stereo not given),-6,6,-5,-13,16,5,0,5
COc1ccc(S(=O)(=O)N2CCCC(C(=O)NCC3CCCO3)C2)cc1Cl (stereo not given),-4,6,-24,-6,-4,-5,13,3
C#CCn1c(S(=O)(=O)Cc2ccc(OC)cc2)nc(-c2ccccc2)c1-c1ccccc1,-3,1,8,7,11,18,-1,18
CCOC(=O)COn1c(=O)c(-c2cccs2)[n+]([O-])c2ccccc21,-4,11,-8,-5,2,8,2,9
CC1(C)Cc2c(sc3ncn(N)c(=N)c23)CO1,-7,-4,-7,4,8,-1,5,-15
O=C(N/N=C\c1ccc(O)c([N+](=O)[O-])c1)C1COc2ccccc2O1 (stereo not given),-47,5,7,6,1,-3,10,-4
Fc1ccc(-c2nnn(Cc3ccccc3Cl)n2)cc1,8,-18,2,2,7,2,-2,-31
CC1(C)CC(C(N)=S)CCO1 (stereo not given),-4,4,7,8,-13,-4,4,7
C=CCN(c1ccccc1Cl)S(=O)(=O)c1cccc(C(=O)OCC(=O)N(C)C2CCS(=O)(=O)C2)c1 (stereo not given),3,3,-2,-10,8,-3,2,13
COCc1nnc(NC(=O)c2ccc(NC(C)=O)cc2)s1,0,8,1,6,0,0,7,-2
C#CC[N+]1(CC#Cc2cccc3ccccc23)CCOCC1,0,9,9,9,-6,-12,-2,4
CCCN(C(=O)COC(=O)c1[nH]c(C)c(C(=O)OC)c1C)c1c(N)n(Cc2ccccc2)c(=O)[nH]c1=O,3,4,14,15,10,-5,-11,3
O=C(O)CSCC(=O)N1CCN(S(=O)(=O)c2cc(Cl)cc(Cl)c2)CC1,-5,0,4,-9,-8,-2,-2,11
CCc1nnc(NC(=O)CCCSc2nc3ccccc3[nH]2)s1,5,-1,2,-5,-9,-4,0,6

# 5 records drawn at random from those above, as already listed:
SMILES,UBC13 polyUb,Jurkat NFkB inh,697 NFkB inh,SENP8 inh,Apaf-1 inh,HKDC1 inhibitor,SENP7 block,Gli-Sufu antag
CCC(C)[C@H](NC(=O)N1CCC(Cc2ccccc2)CC1)C(=O)O (stereo not given in full),-4,-5,5,-4,5,-3,-1,11
CCOC(=O)COn1c(=O)c(-c2cccs2)[n+]([O-])c2ccccc21,-4,11,-8,-5,2,8,2,9
CC1(C)CC(C(N)=S)CCO1 (stereo not given),-4,4,7,8,-13,-4,4,7
CCc1nnc(NC(=O)CCCSc2nc3ccccc3[nH]2)s1,5,-1,2,-5,-9,-4,0,6
CCCN(C(=O)COC(=O)c1[nH]c(C)c(C(=O)OC)c1C)c1c(N)n(Cc2ccccc2)c(=O)[nH]c1=O,3,4,14,15,10,-5,-11,3

# The list continues.
SMILES,UBC13 polyUb,Jurkat NFkB inh,697 NFkB inh,SENP8 inh,Apaf-1 inh,HKDC1 inhibitor,SENP7 block,Gli-Sufu antag
COC(=O)[C@H](CCSC)NC(=O)Cn1cnc(C(=O)Nc2ccc(C)c(C)c2)n1,.,.,-21,.,3,-6,7,-7
CCC(=O)n1nc(NCc2ccc(OC)c(OC)c2)nc1NCc1ccc(OC)c(OC)c1,-4,1,-45,2,14,-2,-6,-4
O=C(NCc1ccco1)C1CCCN1C(=O)Nc1ccc(Br)cc1 (stereo not given),-3,-2,13,3,3,-5,6,14
Cc1cc2cc(CNC(=S)NC3CCCCC3)ccc2[nH]1,12,-1,8,4,0,-4,1,12
O=C(CN1CCN(Cc2ccccc2)CC1)Nc1ccc(S(=O)(=O)N2CCOCC2)cc1,4,1,5,-4,-2,3,-3,2
O=C(/C=C/c1cccs1)c1cc(F)ccc1OC(=O)N1CCOCC1,4,6,16,0,3,7,-8,-14
O=C(Nc1ccc(N2CCOCC2)c([N+](=O)[O-])c1)c1ccco1,-24,-40,-20,-3,-6,-4,-4,-30
Cc1cc2c(=O)n(NC(N)=O)c(C)nc2s1,6,6,0,-4,-17,-2,-4,-3
CC1(C)CC(=O)C(=Cc2cn(CCC#N)nc2-c2ccc(F)cc2)C(=O)C1,-15,3,3,-15,-13,0,-5,21
Cc1cccc(/C=C\c2nc3ccccc3c(=O)[nH]2)c1,5,-26,-172,80*,1,-7,99*,-82
CN(C)c1cccc(C(=O)NCc2ccc(Cl)cc2)c1,17,-2,16,-4,0,-3,-6,-2
CCOC(=O)N1CCN(C(=O)C2CCCN(Cc3nc(-c4ccc(Cl)cc4)oc3C)C2)CC1 (stereo not given),-2,59*,-12,0,12,1,-9,9
CCOn1c(=O)c(-c2cccc(Br)c2)[n+]([O-])c2ccccc21,3,10,3,-8,4,0,-4,-14
COc1ccc2[nH]c(=O)c(CN(CCN3CCCC3)C(=O)Nc3ccccc3Cl)cc2c1,2,-2,3,-7,10,-3,1,-9
Cc1cccnc1-n1c(CCN2C(=O)c3ccccc3C2=O)nc2ccccc2c1=O,10,-3,3,6,-3,7,0,4
O=C(Cc1c[nH]c2ccccc12)N/N=C/c1ccc(F)cc1,4,-10,-5,3,-13,0,1,-4
CCOC(=O)N1CCN(C(=O)c2cn(CCOC)c(=O)c3c2c2ccccc2n3C)CC1,6,1,18,4,-22,11,-2,5
O=C(NCc1ccc(Cl)cc1)N1CCc2ccccc2C1,0,15,0,-16,7,-5,-14,24
COCCN(Cc1ccccc1)C(=O)c1ccc2c(c1)NC(=O)CS2,-6,8,16,0,-7,-6,0,-11
CC(=O)N1CCN(CC(=O)O)CC1,-4,-15,3,-5,-23,.,-1,.

# Individual results from the entries so far.
# Under UBC13 polyUb, `COc1ccc2[nH]c(=O)c(CN(CCN3CCCC3)C(=O)Nc3ccccc3Cl)cc2c1` reads 2
# Under UBC13 polyUb, `Cc1cc2cc(CNC(=S)NC3CCCCC3)ccc2[nH]1` reads 12
# Under Gli-Sufu antag, `CCOC(=O)N1CCN(C(=O)c2cn(CCOC)c(=O)c3c2c2ccccc2n3C)CC1` reads 5

# Next compounds.
SMILES,UBC13 polyUb,Jurkat NFkB inh,697 NFkB inh,SENP8 inh,Apaf-1 inh,HKDC1 inhibitor,SENP7 block,Gli-Sufu antag
O=C(CSc1nnc(CNC(=O)c2c(F)cccc2F)o1)NCc1ccccc1Cl,-2,-2,-19,-6,2,-6,-6,-1
O=C1/C(=C/c2ccccc2Cl)SC(=S)N1CCCC(=O)N(CCO)c1ccccc1,6,20,15,-1,20,13,-3,22
Cn1cnnc1SCC(=O)Nc1sc2c(c1C#N)CCCCC2,-2,2,-25,-9,-7,-3,14,22
Cn1cccc1/C=N/NC(=O)c1ccco1,-16,1,-14,-20,5,-1,-4,-17
O=C(Nc1ccc(N2CCN(C(=O)c3ccco3)CC2)cc1)c1ccc([N+](=O)[O-])cc1Cl,-10,7,-27,5,-12,2,5,11
COc1ccc(NC(=O)C(c2ccc(OC)cc2)N(Cc2ccco2)C(=O)CC2NC(=O)NC2=O)cc1 (stereo not given),-2,1,13,3,-10,-2,-2,-1
Cc1nc2ccccc2nc1N1CCOCC1,-3,-23,-6,1,7,-4,8,-27
O=C(CSc1nc(Cc2ccccc2)nc2ccccc12)Nc1ccc2c(c1)OCCO2,2,-10,12,6,3,10,0,-6
O=C(CN1C(=O)C2(OCCO2)c2ccccc21)c1ccc(Cl)cc1,-12,-18,-1,8,-2,16,6,-6
CCN1CCN(c2cc(C)c3cc(NC(=O)c4ccc(OC)c(OC)c4)ccc3n2)CC1,12,57*,-63,4,20,8,-1,7
CC(=O)N(Cc1ccccc1)c1c(N)nc(N)[nH]c1=O,4,-6,-20,5,-21,-3,-6,1
COc1cccc(C2c3c(oc4ccc(Cl)cc4c3=O)C(=O)N2c2cc(C)on2)c1OC (stereo not given),-18,-13,11,-6,17,-4,-3,-14
COc1ccc(N(Cc2ccccc2)C(=O)CSc2nnc(Cn3nnc4ccccc43)o2)cc1,3,14,4,-5,16,1,5,5
O=C(OC1Cn2c(=O)ccc(=O)n2C1)c1ccccc1,5,-3,-4,2,2,-12,7,-9
Cc1ccc(CN2C(=O)CCC2C(=O)N2CCN(c3ccc(F)cc3)CC2)cc1 (stereo not given),-4,-15,-17,-6,15,-6,6,4
